Screening data (PubChem)
Mito fusion act = qHTS Assay for Small Molecule Inhibitors of Mitochondrial Division or Activators of Mitochondrial Fusion; S. cerevisiae fusion-defective mutant growth rescue, CellTiterGlo 48 h; Potency, µM (highest dose often 46.1 µM), for the others: top-dose growth rescue (activation), hits mostly activators; 320,000 compounds, 0.23% hits;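 note: potency is the fitted concentration of half-maximal effect; % of control where 0% means no effect; nearly all actives have a fitted effect of over 45% in size; temperature-sensitive fusion mutants such as fzo1-1 at 37 °C on non-fermentable ethanol glycerol medium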
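Luminescent cell viability in 1536-well qHTS format served as the measure of rescued growth in ts fusion-mutant S. cerevisiae cultured on non-fermentable YPEG for 48 hours at 37C.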
Menin MLL FP TR = qHTS Assay for Inhibitors Targeting the Menin-MLL Interaction in MLL Related Leukemias: Competition With Texas Red Labeled MLL-derived Mutant Peptide. Menin + Texas Red MLL mutant peptide, fluorescence polarization. Potency, µM (titrated, usually from 61.6 µM), without a hit: at the top dose FP activity change, negative = inhibition, usual class: inhibitors. 270,000 compounds, 0.23% hits; active = well fitted inhibition curve with a large enough effect in the polarisation, with a control signal flat, not every such curve was filed as active; inconclusive = small, poorly fitted or top-dose-only effect, or effect the other way, or a change in a side signal; inactive = no such curve, though single readings can be large or run the other way; the % refers to the polarisation; note: potency is the fitted concentration of half-maximal effect; % of control where 0% means no effect; many of its hits are not listed in these tables
NPC1 prom act = qHTS Assay for NPC1 Promoter Activators. Potency, µM (titrated, usually from 9.22 µM), without a hit: top-dose activation, usual class: activators. Huh7 NPC1 promoter luciferase reporter, 24 h. 320,000 compounds, 2.4% hits;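 note: potency is the fitted concentration of half-maximal effect; % of control where 0% means no effect; nearly all actives have a fitted effect of over 60% in size; reporter is driven by a mutant NPC1 promoter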
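Stable NPC1-promoter luciferase Huh7 line; cpd (DMSO) 24 h, 37 °C, 5% CO2; Amplite luciferase reagent 10 min RT; luminescence readout. qHTS format.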
VP16 counter = VP16 counterscreen qHTS for inhibitors of ROR gamma transcriptional activity; Drosophila S2 Gal4-VP16 UAS-luciferase, luminescence, 20 h; Potency, µM (top dose mostly 53.6 µM), for inactives: top-dose activity, negative = inhibition, usual class: inhibitors; AID 2546, 2010; 310,000 compounds, 3.5% hits;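 note: Gal4-VP16 expression switched on by copper sulfate through the metallothionein promoter; potency is the fitted concentration of half-maximal effect; % is set by controls: 0 for no effect and ±100 for the full control effect; nearly all actives have a fitted effect of over 50% in size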
MBNL1-CUG inh = qHTS Assay for Inhibitors of MBNL1-poly(CUG) RNA binding; TR-FRET MBNL1-His/biotin-(CUG)12 binding, 665/545 ratio; Potency, µM (titrated, usually from 57.5 µM), inactives show top-dose activity change, negative = inhibition, actives largely listed as inhibitors; 280,000 compounds, 0.036% hits; active = well fitted inhibition curve with a large enough effect in the signal ratio, with a control signal flat, not every such curve was filed as active; inconclusive = small, poorly fitted or top-dose-only effect, or effect the other way, or a change in a side signal; inactive = no such curve, though single readings can be large or run the other way; the % refers to the signal ratio; note: potency is the fitted concentration of half-maximal effect; % is set by controls: 0 for no effect and ±100 for the full control effect
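TR-FRET between His-tagged MBNL1 and biotin-(CUG)12 RNA, detected with Tb anti-His antibody (0.055 ng/ul) and streptavidin-XL665 (5 nM), 60 min at room temperature. Compounds titrated 92 nM to 58 uM; 665/545 nm ratio normalized to buffer and complex controls.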
Rab9 prom act = qHTS Assay for Rab9 Promoter Activators. Huh7 Rab9 promoter-luciferase reporter, luminescence, 24 h. AID 485297, 2010. Potency, µM (top dose mostly 9.22 µM), without a hit: at the highest dose activation, negative = inhibition, actives largely listed as activators. 320,000 compounds, 2.8% hits; note: potency is the fitted concentration of half-maximal effect; % of control where 0% means no effect; nearly all actives have a fitted effect of over 60% in size
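Quantitative HTS format; Huh7 Rab9-luciferase reporter cells (1500/well) receive compound 2 h post-plating, incubate 24 h at 37 °C, then get luciferase reagent for 10 min before luminescence reading.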
KCNH2 3.1 inh = qHTS for Inhibitors of KCHN2 3.1: Mutant qHTS. 340,000 compounds, 0.95% hits. Potassium voltage-gated channel subfamily H member 2, brain isoform KCNH2 3.1 (human). U2OS KCNH2 3.1, thallium flux FluxOr; stronger effect = lower value. activity change, % (tested at about 1.8 µM);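 active = maximum activity change below -70%; inconclusive = maximum activity change from -70% to -50%; inactive = maximum activity change above -50%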;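 note: thallium influx rate constant from kinetic fluorescence after stimulation buffer; % is set by controls: 0 for no effect and ±100 for the full control effect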
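Normalized rate constant (relative to positive and negative DMSO controls) derived from a 2 min kinetic fluorescence read after stimulation; U2OS cells expressing the 3.1 isoform via virus at 1.77 x 10^8 /mL.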
ELG1 DNA repair = qHTS screen for small molecules that inhibit ELG1-dependent DNA repair in human embryonic kidney (HEK293T) cells expressing luciferase-tagged ELG1 | HEK293T ELG1-luciferase reporter, luminescence, 16 h; DNA damage induced by 5-fluorouridine | Potency, µM (highest dose often 46.1 µM), without a hit: at the highest dose activity change, negative = inhibition, usual class: inhibitors | 330,000 compounds, 2.3% hits; note: potency is the fitted concentration of half-maximal effect; % is set by controls: 0 for no effect and ±100 for the full control effect; nearly all actives have a fitted effect of over 55% in size
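Step one: seed 2,000 cells per well. Step two: pin-transfer compound or DMSO alongside 5-fluorouridine. Step three: incubate 16 hr, 37 °C, 5% CO2. Step four: add ONE-Glo, wait 30 min, read luminescence.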
PKM2 activator = qHTS Assay for Activators of Human Muscle isoform 2 Pyruvate Kinase; 260,000 compounds, 0.34% hits; Pyruvate kinase PKM (Homo sapiens), P14618; Potency, µM (doses to about 57.5 µM), without a hit: top-dose activation, actives largely listed as activators; purified PKM2, Kinase-Glo ATP luminescence, activation; response scale: 0% is enzyme alone, no compound; AID 1631, 2009; note: potency is the fitted concentration of half-maximal effect; % is set by controls: 0 for no effect and ±100 for the full control effect; nearly all actives have a fitted effect of over 55% in size
Target sequence (P14618 whole entry, looked up, canonical isoform): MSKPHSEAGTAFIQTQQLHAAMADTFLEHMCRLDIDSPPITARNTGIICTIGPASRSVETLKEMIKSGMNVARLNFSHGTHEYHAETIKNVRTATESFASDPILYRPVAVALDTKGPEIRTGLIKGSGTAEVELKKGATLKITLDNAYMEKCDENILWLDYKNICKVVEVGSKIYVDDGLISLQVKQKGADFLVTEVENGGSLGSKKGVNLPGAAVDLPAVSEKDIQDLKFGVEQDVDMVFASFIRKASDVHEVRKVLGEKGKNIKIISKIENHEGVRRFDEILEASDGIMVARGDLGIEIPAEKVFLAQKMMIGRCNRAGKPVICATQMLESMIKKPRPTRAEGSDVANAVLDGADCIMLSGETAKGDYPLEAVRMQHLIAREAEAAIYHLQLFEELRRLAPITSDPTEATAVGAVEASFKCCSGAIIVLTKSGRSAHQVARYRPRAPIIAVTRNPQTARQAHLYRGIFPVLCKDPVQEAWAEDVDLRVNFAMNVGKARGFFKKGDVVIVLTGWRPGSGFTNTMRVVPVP
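Purified hPK-M2 (>95% pure) converted ADP (0.1 mM final) to ATP with 0.5 mM PEP in 50 mM imidazole pH7.2, KCl, MgCl2, Tween 20, BSA; 1 h at room temperature. ATP detected by Kinase-Glo luminescence.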
FLuc counter = qHTS profiling assay for firefly luciferase inhibitor/activator using purifed enzyme and Km concentrations of substrates (counterscreen for miR-21 project); Luciferin 4-monooxygenase (Photinus pyralis), P08659; purified FLuc, Km substrates, luminescence inhibition; Potency, µM (highest dose often 57.5 µM), inactives show top-dose activity change, negative = inhibition, actives largely listed as inhibitors; 360,000 compounds, 6.9% hits;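 note: potency is the fitted concentration of half-maximal effect; plate controls were vehicle for no effect and reference inhibitor for full effect; nearly all actives have a fitted effect of over 55% in size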
Target sequence (P08659 whole entry, looked up): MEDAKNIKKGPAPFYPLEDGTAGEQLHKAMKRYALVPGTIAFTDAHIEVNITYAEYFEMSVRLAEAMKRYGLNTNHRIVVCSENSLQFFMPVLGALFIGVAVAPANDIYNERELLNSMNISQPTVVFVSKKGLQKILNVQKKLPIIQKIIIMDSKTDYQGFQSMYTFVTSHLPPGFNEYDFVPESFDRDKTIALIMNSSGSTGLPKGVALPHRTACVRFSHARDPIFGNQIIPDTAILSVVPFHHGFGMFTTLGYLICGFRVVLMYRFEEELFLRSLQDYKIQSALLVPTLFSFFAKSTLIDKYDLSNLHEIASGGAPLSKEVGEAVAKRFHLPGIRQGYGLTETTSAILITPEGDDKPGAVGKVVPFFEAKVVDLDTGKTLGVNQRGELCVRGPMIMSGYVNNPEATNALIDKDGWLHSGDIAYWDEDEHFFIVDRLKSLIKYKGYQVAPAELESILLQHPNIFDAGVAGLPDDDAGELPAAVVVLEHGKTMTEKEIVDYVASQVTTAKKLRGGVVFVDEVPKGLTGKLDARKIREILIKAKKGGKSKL
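Purified P. pyralis luciferase (10nM final) with 10uM D-luciferin and 10uM ATP (Km levels) in 50mM Tris acetate pH 7.5, 10mM Mg acetate, 0.01% Tween-20, 0.05% BSA; qHTS 6-point titration, ~60 µM downward; luminescence read.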
RORg inh = qHTS for inhibitors of ROR gamma transcriptional activity; Nuclear receptor ROR-gamma (Mus musculus), P51450; Drosophila S2 Gal4-RORgamma UAS-luciferase reporter, 20 h; Potency, µM (highest dose often 53.6 µM), without a hit: at the highest dose activity change, negative = inhibition, usual class: inhibitors; 310,000 compounds, 5.4% hits; note: potency is the fitted concentration of half-maximal effect; % is set by controls: 0 for no effect and ±100 for the full control effect; nearly all actives have a fitted effect of over 60% in size
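Drosophila S2 cells stably expressing Gal4-DBD/mouse RORγ fusion under metallothionein promoter plus UAS-luciferase; compound 1 h, then 700 uM CuSO4 induction for 20 h at ambient temperature; inhibition read as reduced luminescence.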
Starred values were filed as active, the others as inactive; ? = inconclusive; . = no result given; [ ] = dose if it differs, or a comment. Unless noted, calls come from the whole dose curve; as a rule, active = well fitted curve in the direction sought with a large enough effect; inconclusive = small, poorly fitted or top-dose-only effect, or another doubt; inactive = no such curve, though single readings can be large; an effect the other way counts as inactive or inconclusive. The list is partial (hit frequency here may not be typical).

Order of results – Mito fusion act | Menin MLL FP TR | NPC1 prom act | VP16 counter | MBNL1-CUG inh | Rab9 prom act | KCNH2 3.1 inh | ELG1 DNA repair | PKM2 activator | FLuc counter | RORg inh
O=C(NC(Cc1ccccc1)C(=O)O)c1ccc(S(=O)(=O)N2CCCCC2)cc1 (stereo unspecified)
    -3% | 1% | 1% | 3% | -4% | 0% | 10 | 10% | -6% | 4% | -4%
Cc1nc(N2CCC(C(N)=O)CC2)c2nnn(Cc3ccccc3)c2n1
    2% | 26% | 1% | 5% | 0% | -6% | -23 | ? | 0% | 3% | -19%
Cc1onc(-c2c(Cl)cccc2Cl)c1C(=O)N1C=CC(C(F)(F)F)=NCC1
    -2% | -13% | -4% | -7% | -1% | 1% | 1 | 10% | 0% | 5% | 24%
O=C(O)CCNS(=O)(=O)c1ccccc1C(F)(F)F
    1% | 4% | 2% | 8% | . | 3% | -5 | -6% | 6% | 3% | -1%
O=C(Nc1ccc(Oc2ccc(NC(=O)C3CCCO3)cc2)cc1)C1CCCO1 (stereo unspecified)
    -2% | -15% | -1% | 2% | -11% | -3% | 3 | ? | -5% | -15% | 4%
O=C(NC1CC1)c1ccc(S(=O)(=O)NC2CCCCCC2)cc1
    3% | -1% | -5% | 4% | 1% | 2% | -2 | 3% | 3% | 3% | 30%
CCOC(=O)c1c(NC(=O)c2ccc(S(=O)(=O)N(C)CC3CCCO3)cc2)sc2c1CCN(C)C2 (stereo unspecified)
    1% | . | 3% | -14% | ? | 10% | 2 | 3% | 1% | 7% | -1%
O=C(c1ccc2c(c1)OCO2)N1CCC(Cc2ccccc2)CC1
    4% | . | -1% | -8% | -5% | 0% | 2 | -10% | -9% | -13% | 19%
COc1ccc([C@]23Cc4cc(C#N)ccc4[C@H](O2)c2c(cc(C)n(Cc4ccccc4)c2=O)O3)cc1
    -2%[9.22 µM] | -1%[11.7 µM] | 0%[1.84 µM] | 7%[10 µM] | 14%[11.5 µM] | -4%[1.84 µM] | . | . | 24%[11.5 µM] | -15%[11.5 µM] | -11%[10 µM]
Cc1cccc(OCc2nnc(SCC(=O)OC3CCCCC3)o2)c1
    -5% | -10% | -4% | -9% | 3% | 3% | -14 | -1% | 0% | 2% | -8%
CCCCN(C)C(=O)C1CCCN(S(=O)(=O)c2ccc3c(c2)CC(C)N3C(=O)C2CC2)C1 (stereo unspecified)
    1.1µM* | -4% | -3% | -2% | 1% | 0% | -45 | -7% | . | 1% | -7%
O=C(CSc1nc2[nH]ncc2c(=O)n1-c1ccccc1)c1ccc2c(c1)OCCO2
    -7% | 4% | -1% | -10% | 7% | -9% | -5 | ? | -1% | -6% | 26%
O=C(c1ccc(Cl)cc1)C1CCN(C(=O)c2ccccc2)CC1
    3% | -18% | -3% | -15% | 5% | -9% | -6 | ? | 0% | -1% | 10%
CCOc1ccc(N(CC(=O)NCCc2ccccc2)C(=O)CCC(=O)Nc2nccs2)cc1
    3% | . | 0% | 0% | -5% | 0% | -1 | -11% | . | 0% | 0%
CCn1c(Nc2ccccc2Cl)nc2ccccc21
    24% | 28% | -2% | -1% | -1% | -3% | 1 | 19% | -29% | -15% | -20%
O=C(N/N=C/c1ccc(-c2cccc([N+](=O)[O-])c2)o1)c1ccc([N+](=O)[O-])cc1
    17% | ? | -4% | 5µM* | ? | -3% | ? | ? | 6% | -4% | 2.5µM*
CC(C)(C)C(=O)NC(NC(=O)C(C)(C)C)c1ccc([N+](=O)[O-])cc1
    -6% | 10% | -2% | -3% | . | -2% | 4 | 8% | 0% | 2% | -25%
CC(C)(O)C#Cc1ccc(CN2CCN(Cc3ccccc3)C(CCO)C2)s1 (stereo unspecified)
    -5% | -16% | 6% | -13% | -2% | 1% | 12 | -15% | -5% | -1% | -25%
O=C(COC(=O)c1ccc(Br)o1)NCC1CCCO1 (stereo unspecified)
    -5% | 4% | -2% | -1% | -3% | -8% | -20 | -3% | 1% | 1% | 37%
O=C(O)c1cc(-c2ccccc2Cl)n(-c2ccccc2)n1
    -10% | -16% | -6% | 4% | -3% | 3% | -7 | 5% | . | 4% | -15%
Cc1ccc(NC(=O)Nc2c(C)n(C)n(-c3ccccc3)c2=O)cc1
    15% | -19% | 0% | 18% | 1% | 0% | -22 | 16% | . | 0% | 6%
C=C1CCN([C@@H](C)C(=O)NCCCCCC)S(=O)(=O)c2ccccc21
    -15% | . | -14% | -1% | 6% | -6% | -6 | 13% | -5% | -2% | -3%
CCN1CCN(Cc2ccc(NC(=O)c3ccc(C)c(NC(=O)c4ccnnc4)c3)cc2C(F)(F)F)CC1
    26% | . | 0% | 11% | -3% | -8% | -11 | 10% | -2% | -5% | 17%
CC1CCCN(C(=O)COc2ccc(Nc3ccccc3)cc2)C1 (stereo unspecified)
    -9% | 18% | -3% | 3% | -2% | -5% | -1 | 2% | -2% | -18% | 27%
Cc1ccc2nc(NC(=O)CSCc3ccccc3)sc2c1
    -3% | 0% | 17% | 1% | 2% | 15% | 38 | ? | -1% | ? | 20%
CC12C(=O)N(Cc3ccco3)C(=O)C1C1c3ccccc3C2c2ccccc21 (stereo unspecified)
    -7% | -12% | -1% | -26% | -9% | 2% | -5 | -16% | -1% | 2% | -5%
O=c1[nH]c(NCCO)nnc1Cc1ccc(Cl)cc1
    10% | 12% | -5% | -1% | 1% | -7% | 7 | -3% | . | -2% | -12%
Cn1c(CSCc2ccc(F)cc2)nnc1SCC(=O)Nc1cccc(C(=O)O)c1
    3% | . | -3% | 0% | 5% | -2% | 3 | 4% | -1% | 1% | -4%
Cc1ccccc1NC(=O)CN1C(=O)c2cccnc2Oc2ccc(Cl)cc21
    -9% | . | 0% | 6% | -10% | 2% | 6 | 11% | . | 3% | -4%
COc1ccc(N(C)S(=O)(=O)c2cccc(C(=O)N3CCN(Cc4ccc5c(c4)OCO5)CC3)c2)cc1
    ? | . | 2% | . | . | 2% | 2 | -21% | . | -1% | .
O=C(O)c1ccccc1NC(=O)C(Cc1ccccc1)N1C(=O)c2ccccc2C1=O (stereo unspecified)
    7% | ? | 1% | 4% | 6% | -8% | 7 | 17% | . | -7% | 17%
COc1ccc(COCC(O)CN2CCC(C(N)=O)CC2)cc1 (stereo unspecified)
    -1% | . | 0% | 5% | -7% | 3% | -1 | 1% | -4% | -1% | 9%
CN1CCN(C(=O)C2=C[C@@H](c3ccc4c(c3)OCO4)C[C@@H](OCc3ccc(CO)cc3)O2)CC1
    -4% | 2% | -2% | -1% | 2% | -3% | 14 | 11% | -1% | 3% | -7%

Full records as entered above. Order of screens: Mito fusion act | Menin MLL FP TR | NPC1 prom act | VP16 counter | MBNL1-CUG inh | Rab9 prom act | KCNH2 3.1 inh | ELG1 DNA repair | PKM2 activator | FLuc counter | RORg inh
Entry for `Cc1ccc(NC(=O)Nc2c(C)n(C)n(-c3ccccc3)c2=O)cc1` : 15% | -19% | 0% | 18% | 1% | 0% | -22 | 16% | . | 0% | 6%
Entry for `O=C(O)c1ccccc1NC(=O)C(Cc1ccccc1)N1C(=O)c2ccccc2C1=O` (stereo unspecified) : 7% | ? | 1% | 4% | 6% | -8% | 7 | 17% | . | -7% | 17%
Entry for `CC1CCCN(C(=O)COc2ccc(Nc3ccccc3)cc2)C1` (stereo unspecified) : -9% | 18% | -3% | 3% | -2% | -5% | -1 | 2% | -2% | -18% | 27%
